Screening data from PubChem.
GLD-1 RNA inh: GLD-1/TGE RNA complex disruptors, primary screen, biochemical, fluorescence polarization; AID 2280, 2010; hit rate 0.44% among 320,000; inhibition, % at 5.96 µM; Female germline-specific tumor suppressor gld-1 (Caenorhabditis elegans), Q17339; purified GLD-1 + fluorescein TGE RNA;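 active means percent inhibition above a per-plate cutoff, the plate mean of test compounds plus 3 SD, cut at about 30% in these data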;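 further: 0% = DMSO wells with GLD-1 and probe and 100% = wells lacking GLD-1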
pPAFAH inh: pPAFAH enzyme inhibitors, primary screen, biochemical, fluorescence polarization, human. inhibition, % at 3.39 µM. hit rate 1.5% among 330,000. Platelet-activating factor acetylhydrolase (Homo sapiens), Q13093. recombinant pPAFAH, FP-rhodamine probe fluorescence polarization. AID 463082, 2010;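 active means inhibition above the mean inhibition across the screen plus 3 SD, cut at about 25% in these data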;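 further: inhibitors block binding of the rhodamine activity-based probe so polarization drops; 0% = enzyme with DMSO and 100% = wells lacking pPAFAH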
Target sequence (Q13093 whole entry, looked up): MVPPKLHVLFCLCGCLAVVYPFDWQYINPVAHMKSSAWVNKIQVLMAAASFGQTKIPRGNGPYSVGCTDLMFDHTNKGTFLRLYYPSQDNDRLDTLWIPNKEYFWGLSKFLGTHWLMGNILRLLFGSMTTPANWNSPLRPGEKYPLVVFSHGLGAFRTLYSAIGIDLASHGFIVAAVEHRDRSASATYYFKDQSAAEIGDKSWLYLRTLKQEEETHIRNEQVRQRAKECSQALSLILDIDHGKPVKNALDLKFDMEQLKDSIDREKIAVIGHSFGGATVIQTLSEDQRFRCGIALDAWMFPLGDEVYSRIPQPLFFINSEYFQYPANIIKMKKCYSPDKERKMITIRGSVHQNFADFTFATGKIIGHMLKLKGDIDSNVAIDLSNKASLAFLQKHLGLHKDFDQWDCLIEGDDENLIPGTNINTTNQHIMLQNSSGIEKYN
BCLXL inh: inhibitors of human Bcl-xL, primary screen, biochemical, fluorescence polarization, HTS | Bcl-2-like protein 1 (Homo sapiens), Q07817 | GST-Bcl-xL / FITC-Bim BH3 peptide fluorescence polarization | inhibition, % at 10.9 µM | hit rate 0.7% among 320,000 | AID 2129, 2009;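 active means inhibition above the mean of all tested compounds plus 3 SD, cutoff set per campaign, cut at about 30% in these data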;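 further: 0% = DMSO wells and 100% = unlabeled Bim-BH3 peptide competitor; inhibitors lower millipolarization by displacing the labeled peptide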
PAFAH1B2 inh: PAFAH1B2 enzyme inhibitors, primary screen, biochemical, fluorescence polarization, human; recombinant PAFAH1B2, FP-rhodamine activity probe; inhibition, % at 3.39 µM; Platelet-activating factor acetylhydrolase IB subunit alpha2 (Homo sapiens), P68402; hit rate 1.2% among 340,000;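 active means inhibition above the mean of all tested compounds plus 3 SD, cut at about 24% in these data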;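 further: 0% = enzyme with DMSO and 100% = wells lacking PAFAH1B2; many of its hits are not listed in these tables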
Target sequence (P68402 whole entry, looked up): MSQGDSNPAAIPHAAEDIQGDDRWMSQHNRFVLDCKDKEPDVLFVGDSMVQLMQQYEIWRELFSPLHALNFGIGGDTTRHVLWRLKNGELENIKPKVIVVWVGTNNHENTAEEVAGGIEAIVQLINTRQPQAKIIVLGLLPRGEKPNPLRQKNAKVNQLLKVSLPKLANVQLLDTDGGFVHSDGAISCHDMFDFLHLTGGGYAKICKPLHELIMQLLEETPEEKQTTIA
AHR act: AHR activators, primary screen, cell-based, luminescence, luciferase reporter, human. Aryl hydrocarbon receptor (Homo sapiens), P35869. AHR-responsive luciferase reporter cells. activation, % at 5 µM. hit rate 2.5% among 320,000; in the data active means activation above about 47%;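 further: 0% = vehicle wells and 100% = reference agonist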
Fam108B inh: mouse Fam108B serine hydrolase inhibitors, primary screen, counter-screen for RBBP9 inhibitor project, biochemical, fluorescence polarization | recombinant Fam108B, FP-Rh probe fluorescence polarization | inhibition, % at 9.51 µM | hit rate 0.33% among 300,000;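 active means inhibition above the screen mean inhibition plus 3 SD, computed separately per campaign, cut at about 18% in these data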;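 further: inhibitors lower polarization as less probe binds the enzyme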
MCL1-BIM inh: inhibitors of MCL1 binding to BIM-BH3, primary screen, biochemical, fluorescence polarization. Induced myeloid leukemia cell differentiation protein Mcl-1 (Homo sapiens), Q07820. GST-MCL1 / FITC-Bim-BH3 fluorescence polarization. inhibition, % at 10.9 µM. hit rate 0.68% among 320,000. AID 2057, 2009;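 active means inhibition above the mean inhibition of all tested compounds plus 3 SD, set per campaign, cut at about 40% in these data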;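 further: 0% = DMSO wells and 100% = unlabeled Bim-BH3 peptide control; higher means more loss of mP so more displacement of Bim peptide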
PME-1 inh: PME-1 inhibitors via competitive probe labeling, primary screen, biochemical, fluorescence polarization, FP-Rh probe, HTS | recombinant PME-1 | inhibition, % at 5.9 µM | hit rate 0.53% among 320,000;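 active means inhibition above the campaign mean of all compounds plus 3 SD, cut at about 26% in these data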;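 further: competitive labeling of PME-1 active site by serine hydrolase directed probe; 0% = PME-1 with DMSO and 100% = wells lacking PME-1 enzyme; inhibitors block probe labeling so polarization falls and inhibition rises; many of its hits are not listed in these tables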
Target sequence (Q9Y570 whole entry, looked up): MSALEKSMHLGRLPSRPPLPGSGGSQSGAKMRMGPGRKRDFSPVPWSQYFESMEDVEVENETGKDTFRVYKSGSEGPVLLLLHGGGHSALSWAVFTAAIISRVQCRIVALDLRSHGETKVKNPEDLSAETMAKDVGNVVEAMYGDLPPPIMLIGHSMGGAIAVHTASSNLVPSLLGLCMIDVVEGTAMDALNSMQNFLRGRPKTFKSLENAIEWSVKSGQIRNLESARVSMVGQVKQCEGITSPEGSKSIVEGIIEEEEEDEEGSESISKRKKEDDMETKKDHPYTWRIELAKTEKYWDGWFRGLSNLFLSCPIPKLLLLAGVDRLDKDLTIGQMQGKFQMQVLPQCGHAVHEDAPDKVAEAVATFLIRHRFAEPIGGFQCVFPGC
MEX-5 binding: MEX-5 zinc finger RNA-binding disruptors – biochemical, C. elegans, fluorescence polarization, MLPCN library, primary screen | hit rate 0.38% among 300,000 | activity score (negative = inhibition of binding), % at 10 µM | MEX-5/FITC-TCR2 RNA binding; hits give low values;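 active means inhibition past about -25% in most replicates, and total fluorescence under double the plate's negative control median, limit read from the data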;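 further: 0% = DMSO and -100% = 5 µM competing unlabeled TCR2 RNA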
An asterisk follows results filed as active; x = not tested or not shown. This is a subset. The share of hits here may be higher or lower than overall.

SMILES | GLD-1 RNA inh | pPAFAH inh | BCLXL inh | PAFAH1B2 inh | AHR act | Fam108B inh | MCL1-BIM inh | PME-1 inh | MEX-5 binding
CCN(C(=O)COC(=O)CSc1ccc([N+](=O)[O-])cc1)C1CCS(=O)(=O)C1 (stereo unspecified) | 1 | 3 | 7 | 3 | -1 | -1 | 13 | 2 | -1.7
CC(/C=N/NC(=O)c1cc(-c2ccc(Cl)cc2)nc2ccccc12)=C\c1ccco1 | -16 | -6 | -9 | 0 | 9 | -27 | -13 | -16 | 0.2
Cc1ccc(S(=O)(=O)N[C@@H](C)C(=O)N2CCC(C(=O)N3CCC[C@H]3C(=O)O)CC2)cc1 | 4 | -2 | 3 | 1 | 0 | 2 | 6 | 1 | 0.2
CC(C)Nc1nc(NC(N)=S)nc(NC(C)(C)C)n1 | -3 | 7 | -16 | -3 | 4 | -1 | -8 | -1 | 2.9
COc1ccc(-c2nnc(SCC(=O)N3CCCC3)o2)c(OC)c1 | 6 | 2 | 3 | -6 | 6 | 4 | 1 | -3 | 1.8
O=C1CN(Cc2ccccc2)C(=NCc2ccco2)S1 | 2 | 14 | -2 | -1 | 1 | 0 | 0 | -5 | 0.9
O=C(Nc1ccccc1)N(CCCN1CCOCC1)Cc1cc2cc3c(cc2[nH]c1=O)OCCO3 | 3 | 3 | -3 | 0 | 1 | -3 | -3 | 6 | 0.0
O=c1c2[nH]cnc2n(-c2ccccc2)c(=O)n1Cc1ccccc1 | -1 | 9 | -5 | 7 | 4 | -3 | -7 | 3 | -2.7
O=C(NC1CC1)c1ccc(F)cc1Cl | 6 | 3 | -1 | 0 | -1 | -1 | -1 | 3 | -1.0
CCOC(=O)C1CCCN(S(=O)(=O)c2cnc(Cl)c(Br)c2)C1 (stereo unspecified) | 6 | 3 | 4 | 10 | 1 | 8 | 4 | -8 | -0.6
Cc1ccc(S(=O)(=O)NCC2CCC(C(=O)NCCCOC(C)C)CC2)cc1 (stereo unspecified) | 3 | 2 | -2 | x | -6 | 0 | -4 | -2 | 0.1
COc1cccc(NS(=O)(=O)c2ccc(NC(C)=O)cc2)c1 | 3 | 4 | 0 | 0 | -1 | 3 | -6 | 1 | 0.9
Cc1ccc(NC(=O)C(Cc2ccccc2)NC(=O)c2ccco2)cc1 (stereo unspecified) | 4 | 5 | 3 | 7 | 1 | -2 | 6 | -1 | -0.8
COc1ccc(CCN(C)C(=O)c2cccc(S(=O)(=O)NCc3ccccc3)c2)cc1OC | 6 | -3 | 6 | -5 | 1 | 2 | 2 | 9 | 3.3
COc1ccc(COn2c(=O)c(C)[n+]([O-])c3ccccc32)cc1OC | 6 | -1 | 4 | -1 | 1 | 0 | -3 | 0 | -4.8
CSc1ccccc1NC(=O)CSc1nncs1 | 3 | -3 | 4 | 2 | 0 | -2 | 8 | 0 | 2.0
CCCCCc1ccc(-c2cn(Cc3ccc(C(=O)c4ccccc4)cc3)nn2)cc1 | -2 | -1 | 11 | 1 | -2 | 4 | 12 | -5 | 3.4
CCO[C@H]1OC(C(=O)Nc2ccccc2)=C[C@@H](c2ccc(Br)cc2)[C@@H]1CCCO | -1 | 0 | 1 | 2 | 6 | -4 | -8 | 2 | 1.8
COc1cccc(CNc2ccc3c(c2)ncn3C(C)C)c1OC | 2 | 2 | 4 | 6 | 45 | 6 | 5 | -9 | -4.3
COc1ccc(NC(=O)CSCC(=O)Oc2c(OC)cccc2OC)cc1 | 5 | -3 | 4 | 0 | 3 | 0 | -1 | -9 | 1.5
CCCCCc1ccc(CC(=O)N2CCOCC2)cc1 | -5 | 5 | 1 | 13 | 0 | -1 | 10 | 2 | -0.9
O=C(Nc1ccccc1)C1=C[C@@H](c2ccc(Br)cc2)C[C@@H](OCCCCO)O1 | 9 | 7 | -4 | 5 | 2 | -9 | -5 | 4 | 4.7
CC(=O)Nc1cccc(C(=O)OCc2ccc(C(=O)Oc3ccc(Cl)cc3)cc2)c1 | -1 | 7 | 6 | 0 | 2 | -3 | 4 | -7 | 1.3
Cc1ccc(NC(=O)CSc2nnc(-c3cccnc3)n2-c2ccc(C)cc2)cc1 | -3 | 3 | 3 | -2 | 4 | 0 | -2 | 8 | 1.3
O=C(C[n+]1cccc(NC(=O)c2ccccc2)c1)c1ccc(NC(=O)c2ccccc2)cc1 | 1 | 3 | 5 | 6 | 28 | -6 | 4 | 3 | 0.1

Two entries from above, in CSV form:
structure,GLD-1 RNA inh,pPAFAH inh,BCLXL inh,PAFAH1B2 inh,AHR act,Fam108B inh,MCL1-BIM inh,PME-1 inh,MEX-5 binding
Cc1ccc(NC(=O)CSc2nnc(-c3cccnc3)n2-c2ccc(C)cc2)cc1,-3,3,3,-2,4,0,-2,8,1.3
O=C(C[n+]1cccc(NC(=O)c2ccccc2)c1)c1ccc(NC(=O)c2ccccc2)cc1,1,3,5,6,28,-6,4,3,0.1

10 of these compounds in another layout:
Structure,GLD-1 RNA inh,pPAFAH inh,BCLXL inh,PAFAH1B2 inh,AHR act,Fam108B inh,MCL1-BIM inh,PME-1 inh,MEX-5 binding
CSc1ccccc1NC(=O)CSc1nncs1,3,-3,4,2,0,-2,8,0,2.0
CCCCCc1ccc(-c2cn(Cc3ccc(C(=O)c4ccccc4)cc3)nn2)cc1,-2,-1,11,1,-2,4,12,-5,3.4
CCO[C@H]1OC(C(=O)Nc2ccccc2)=C[C@@H](c2ccc(Br)cc2)[C@@H]1CCCO,-1,0,1,2,6,-4,-8,2,1.8
COc1cccc(CNc2ccc3c(c2)ncn3C(C)C)c1OC,2,2,4,6,45,6,5,-9,-4.3
COc1ccc(NC(=O)CSCC(=O)Oc2c(OC)cccc2OC)cc1,5,-3,4,0,3,0,-1,-9,1.5
CCCCCc1ccc(CC(=O)N2CCOCC2)cc1,-5,5,1,13,0,-1,10,2,-0.9
O=C(Nc1ccccc1)C1=C[C@@H](c2ccc(Br)cc2)C[C@@H](OCCCCO)O1,9,7,-4,5,2,-9,-5,4,4.7
CC(=O)Nc1cccc(C(=O)OCc2ccc(C(=O)Oc3ccc(Cl)cc3)cc2)c1,-1,7,6,0,2,-3,4,-7,1.3
Cc1ccc(NC(=O)CSc2nnc(-c3cccnc3)n2-c2ccc(C)cc2)cc1,-3,3,3,-2,4,0,-2,8,1.3
O=C(C[n+]1cccc(NC(=O)c2ccccc2)c1)c1ccc(NC(=O)c2ccccc2)cc1,1,3,5,6,28,-6,4,3,0.1

Remaining list, next part:
SMILES | GLD-1 RNA inh | pPAFAH inh | BCLXL inh | PAFAH1B2 inh | AHR act | Fam108B inh | MCL1-BIM inh | PME-1 inh | MEX-5 binding
CC(C)(C)NC(=O)COC(=O)c1ccccc1C(=O)c1ccccc1 | -6 | 3 | 0 | 4 | 1 | 3 | 18 | -4 | -1.2
CC(=O)Nc1ccc(S(=O)(=O)N(C)C2CCN(C)CC2)cc1 | 9 | 0 | 1 | 3 | 4 | 2 | -1 | 0 | -1.1
Cc1ccccc1OC(C)C(=O)Nc1ccc2c(c1)OCO2 (stereo unspecified) | 2 | 4 | -1 | 1 | 102* | -5 | -4 | -5 | 0.6
COc1cccc(N2CCN(C(=O)c3cc4c(s3)-c3ccccc3OC4)CC2)c1 | 3 | 2 | 10 | 7 | 1 | 3 | 9 | 2 | 1.1
CC(C)CNC(=O)N1c2ccccc2Sc2ccccc21 | -1 | 1 | 3 | 5 | 1 | -2 | 5 | 6 | 1.3
COc1cc(OC)cc(C(=O)NCC(=O)OCC(=O)c2cc(OC)ccc2OC)c1 | -5 | 2 | 2 | 0 | 13 | -4 | -7 | 7 | 0.6
Cc1csc(NC(=O)c2ccc(S(=O)(=O)N3CCN(C)CC3)cc2)n1 | 7 | -1 | 0 | 9 | 6 | -3 | 7 | -3 | -2.7
CCCCCC(=O)Nc1cccc(C2=NOC3(C2)C[C@@H](C(N)=O)N(C(=O)c2ccc(Cl)cc2)C3)c1 (stereo partly specified) | -5 | 5 | -1 | -3 | 1 | -4 | -4 | 0 | 0.8
O=S(=O)(/C=C/c1cccc(Br)c1)N1CCOCC1 | 8 | 1 | 5 | 4 | 3 | -4 | 4 | 2 | 2.1
CC(C)c1cc(N=NC(N)=O)cc(C(C)C)c1O | -3 | 1 | 1 | 4 | -3 | 2 | 10 | 7 | -3.1
COc1ccccc1CCC(=O)Nc1cccc(S(=O)(=O)N2CCOCC2)c1 | 9 | 1 | 1 | -5 | 1 | 3 | -11 | -7 | -1.0
Cc1cc(Br)ccc1NC(=O)CSCc1c(C)noc1C | 1 | 0 | x | 4 | 1 | x | x | x | x
CN(Cc1ccccc1)Cc1nc2c(c(=O)n(C)c(=O)n2C)n1Cc1ccc(F)cc1 | 2 | 2 | -1 | 2 | 1 | 1 | 0 | 5 | -0.9
COc1cc(Cl)c(NS(=O)(=O)c2c(C(=O)N3CCCC3)c(C)n(C)c2C)c(OC)c1 | 4 | 2 | 3 | 5 | 1 | -6 | 2 | -2 | 1.5
CN(C(=O)c1cc(C(=O)N(C)c2ccccc2)cc([N+](=O)[O-])c1)c1ccccc1 | 0 | 0 | 4 | 7 | 2 | 6 | 9 | 0 | 2.1
CCCCCCOc1ccc(C(CC(=O)O)C(N)=O)cc1 (stereo unspecified) | -4 | 7 | -1 | 5 | 0 | -5 | 1 | 4 | -0.6
Cc1ccc2nc(-c3ccc(-c4ccccn4)s3)cn2c1 | 13 | -6 | 1 | 5 | -9 | -2 | -1 | 6 | -0.8
C=CCOc1ccc(/C=N/n2nnnc2N)cc1OC | 3 | 1 | 4 | -1 | 14 | 2 | -1 | -1 | 2.4
CCOC(=O)C1CCN(c2ccc(C(N)=O)cc2[N+](=O)[O-])CC1 | 1 | 0 | 4 | 2 | 1 | 0 | 9 | 5 | -1.2
COCCCN(C(=O)CCOc1ccccc1C)c1c(N)n(Cc2ccccc2)c(=O)[nH]c1=O | 4 | 0 | -10 | 0 | -1 | 0 | -5 | 0 | 0.8
COc1cccc(C(=O)N2CCN(c3ncccn3)CC2)c1 | 3 | 0 | -1 | 2 | 2 | 2 | -2 | 4 | 0.7
N=c1n(CCCOc2ccc(Br)cc2)c2ccccc2n1CC(N)=O | -7 | 1 | 0 | 4 | 2 | -5 | 1 | 0 | -0.5
